# Compound activity from PubChem.
# IL2 activator = qHTS of IL-2 Activators; AID 652025, 2013; IL-2 activation reporter assay, cell-based qHTS; stimulated with anti-CD3/CD4/CD28 beads; in transgenic mouse T cells; 360,000 tested, 0.065% active; activation, % (series mostly up to about 46 µM); in the data active means activation above about 50%; inconclusive means mostly about 30% to 49%; further: 0% is about no effect
#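 Unstimulated transgenic mouse T cells, 750 per well, received compound and, after 60 minutes, anti-CD3/anti-CD4 bead plus anti-CD28 stimulation. EGFP and DsRed were quantified after 18 hours.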
# Nrf2 inh = Nrf2 qHTS screen for inhibitors | A549 ARE-Fluc reporter, luciferase luminescence, 18-24 h | Potency, µM (series often up to 46 µM), for inactives: at the top dose activity change, negative = inhibition, most hits filed as inhibitors | 360,000 tested, 2.1% active | AID 504444, 2011; further: potency means the concentration at half of the fitted maximal effect; on the % scale 0 is the no-effect control and ±100 the full control effect; nearly all actives have a fitted effect of over 60% in size
#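 Cells were seeded and rested 2 h, then exposed to compounds for 18-24 h. CellTiter-Fluor was read first as a viability measure. BugLite was added 15 min before the final luminescent read of ARE-luciferase activity in A549 cells.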
# TGFb inhibitor = qHTS for Inhibitors of TGF-b. HepG2 CAGA-GFP TGF-b/SMAD3 reporter, GFP fluorescence, 18 h; TGF-beta stimulated, 500 pg/mL final. Potency, µM (doses to about 46.1 µM), for inactives: top-dose activity, negative = inhibition, most hits filed as inhibitors. 410,000 tested, 1.2% active. AID 588855, 2011; further: potency means the concentration at half of the fitted maximal effect; on the % scale 0 is the no-effect control and ±100 the full control effect; nearly all actives have a fitted effect of over 65% in size
#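 HEPG2 CAGA-GFP reporter cells (1000/well, DMEM with 1% FBS) received compounds, then recombinant TGF-beta at 500 pg/mL final for 18 hours at 37 degrees C. Per-cell GFP summed per well was normalised to unstimulated and stimulated DMSO controls before curve fitting.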
# A549 viability = Nrf2 qHTS screen for inhibitors: counterscreen for cytotoxicity; A549 ARE-Fluc cells, CellTiter-Fluor viability, 18-24 h; Potency, µM (titrated, usually from 46 µM), without a hit: at the highest dose activity change, negative = cytotoxicity, most hits filed as inhibitors; 390,000 tested, 0.16% active; further: potency means the concentration at half of the fitted maximal effect; on the % scale 0 is the no-effect control and ±100 the full control effect
#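 A549 ARE_Fluc cells in 5% FBS OPTI-MEM were exposed to compounds in concentration-response for 18-24 h at 37 deg C. Viability was read by CellTiter-Fluor fluorescence (Ex 405/Em 525) after 30 min, before the luciferase read.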
# EPAC2 ag = qHTS for Agonist of cAMP-regulated guanine nucleotide exchange factor 4 (EPAC2): primary screen; Rap guanine nucleotide exchange factor 4 (Homo sapiens), Q8WZA2; EPAC2 activation, biochemical qHTS; response scale: 100% = 6.5 mM cAMP response; Potency, µM (doses to about 154 µM), without a hit: at the top dose activation, usual class: activators; 360,000 tested, 0.079% active; AID 720711, 2013; further: potency means the concentration at half of the fitted maximal effect; nearly all actives have a fitted effect of over 50% in size
# Target sequence (Q8WZA2 whole entry, looked up): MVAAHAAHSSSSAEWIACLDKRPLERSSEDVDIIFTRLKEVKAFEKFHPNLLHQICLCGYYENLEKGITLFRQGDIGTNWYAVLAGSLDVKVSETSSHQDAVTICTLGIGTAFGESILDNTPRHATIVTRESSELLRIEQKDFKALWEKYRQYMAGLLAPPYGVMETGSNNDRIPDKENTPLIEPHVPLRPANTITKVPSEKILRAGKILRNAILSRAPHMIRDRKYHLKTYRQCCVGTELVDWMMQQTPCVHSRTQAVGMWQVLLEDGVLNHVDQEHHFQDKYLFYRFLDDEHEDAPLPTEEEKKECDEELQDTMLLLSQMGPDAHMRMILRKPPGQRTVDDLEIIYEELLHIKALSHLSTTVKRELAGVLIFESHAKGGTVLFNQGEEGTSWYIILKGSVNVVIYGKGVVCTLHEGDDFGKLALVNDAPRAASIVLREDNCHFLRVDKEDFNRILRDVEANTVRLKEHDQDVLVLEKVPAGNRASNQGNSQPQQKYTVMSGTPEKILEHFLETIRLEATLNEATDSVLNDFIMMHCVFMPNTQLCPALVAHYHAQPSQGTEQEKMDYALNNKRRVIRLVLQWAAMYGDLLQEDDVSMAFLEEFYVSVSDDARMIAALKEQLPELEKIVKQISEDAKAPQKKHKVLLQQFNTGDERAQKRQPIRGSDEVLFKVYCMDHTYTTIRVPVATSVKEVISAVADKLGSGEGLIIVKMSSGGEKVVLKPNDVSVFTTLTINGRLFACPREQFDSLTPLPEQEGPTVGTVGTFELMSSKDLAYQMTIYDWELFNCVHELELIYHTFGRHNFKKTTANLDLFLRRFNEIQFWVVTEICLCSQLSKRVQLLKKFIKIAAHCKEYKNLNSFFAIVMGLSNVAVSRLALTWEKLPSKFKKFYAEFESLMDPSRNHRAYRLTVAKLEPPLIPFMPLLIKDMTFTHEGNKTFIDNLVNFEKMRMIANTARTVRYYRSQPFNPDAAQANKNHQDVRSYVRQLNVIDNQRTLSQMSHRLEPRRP
#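 Readout is BODIPY fluorescence (480 nm excitation, 540 nm emission), which falls as labeled GDP is exchanged off Rap1B. EPAC2 at 100 nM acted on 250 nM RAP1B-BODIPY-GDP with 50 uM GDP present.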
# Nrf2 ARE act = qHTS of Nrf2 Activators. Potency, µM (doses to about 46.1 µM), inactives show top-dose activation, usual class: activators. 410,000 tested, 0.31% active. AREc32 ARE-luciferase reporter (MCF7-derived line), luminescence, 24 h; further: potency means the concentration at half of the fitted maximal effect; % of control where 0% means no effect; nearly all actives have a fitted effect of over 65% in size
#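 Nrf2 activation is followed as ARE-luciferase induction in the AREc32 line after one day of compound treatment; luminescence is read with Steady-Glo.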
# HepG2 viability = qHTS for Inhibitors of TGF-b: Cytotox Counterscreen | Potency, µM (doses to about 46.1 µM), for inactives: at the top dose activity change, negative = cytotoxicity, actives largely listed as cytotoxic | HepG2 CAGA-GFP viability, ATP luminescence, 18 h | 410,000 tested, 0.76% active | AID 588856, 2011; further: potency means the concentration at half of the fitted maximal effect; some results filed as inactive show a strong effect at the top dose
#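 CellTiter-Glo luminescence gave cytotoxicity after 18 hours at 37 degrees C. The cells were HepG2 CAGA-GFP in 1% FBS DMEM, stimulated with 500 pg/mL TGF-beta after compound addition. %Activity was normalised to no-cell wells (complete cell-killing) and DMSO (no toxicity), and curves were fitted and classified.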
# ATXN2 expr inh = Primary qHTS for Inhibitors of ATXN expression | Potency, µM (top dose mostly 57 µM), inactives show top-dose activity change, negative = inhibition, usual class: inhibitors | HEK-293 ATXN2-luciferase reporter, luminescence, 24 h | 360,000 tested, 0.72% active | AID 1745845, 2022; further: potency means the concentration at half of the fitted maximal effect; on the % scale 0 is the no-effect control and ±100 the full control effect; nearly all actives have a fitted effect of over 55% in size
#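 qHTS (up to 57 uM final) was run with 24 h compound exposure of reporter cells at 37 °C. Each well was multiplexed: SteadyGlo luminescence measured ATXN2-luciferase expression after a fluorogenic Gly-Phe-AFC viability readout (25 uM final).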
# S2 tox = Viability Counterscreen for Primary qHTS for Inhibitors of ATXN expression; S2 cells (HEK-293 line with an ATXN2-luciferase reporter) viability, CellTiter-Fluor protease fluorescence, 24 h; Potency, µM (top dose mostly 56.7 µM), hits mostly cytotoxic; 400,000 tested, 0.49% active; AID 651635, 2014; further: potency means the concentration at half of the fitted maximal effect; nearly all actives have a fitted effect of over 40% in size
# Active calls of the source: *; i = inactive; ? = inconclusive; . = not tested or not shown; [ ] = remark or other dose. Unless noted, the call rests on the fitted dose curve; in most records, active means well fitted curve in the direction sought with a large enough effect; inconclusive means small, poorly fitted or top-dose-only effect, or another doubt; inactive means no such curve, though single readings can be large; an effect the other way counts as inactive or inconclusive.
SMILES,IL2 activator,Nrf2 inh,TGFb inhibitor,A549 viability,EPAC2 ag,Nrf2 ARE act,HepG2 viability,ATXN2 expr inh,S2 tox
COc1ccc(C2SCCN2C(=O)c2ccc([N+](=O)[O-])cc2)cc1 (stereo not drawn),-1.4,4%,-18%,5%,8%,0.0%,-25%,-31%,?
NC(=O)NCCCC(=O)OCC(=O)c1ccc2ccccc2c1,-5.3,22%,5%,0%,4%,0.1%,-2%,-6%,i
COc1ccc(-n2c(C)nn(C)c2=O)c(OC)c1,-1.2,-2%,-5%,-3%,-4%,-0.9%,-2%,2%,i
CCN(CC(=O)N1CCN(Cc2ccccc2)CC1)S(=O)(=O)c1ccccc1,-1.0,-13%,-18%,-4%,0%,-0.3%,-20%,-1%,i
CCOC(=O)c1c(C)c(C(=O)NCc2ccccn2)c(C)n1CC,1.5,2%,-1%,-8%,2%,0.1%,-8%,-4%,i
CCCn1cnc2c(c1=O)c1nc3ccccc3nc1n2CCc1ccccc1,-2.5,?,1%,0%,0%,-1.0%,2%,-5%,i
COc1ccccc1NC(=O)Nc1ccnn1C1CCN(C(=O)c2ccccn2)CC1,-0.3,3%,1%,-8%,3%,-1.0%,-3%,2%,i
O=C1NN(c2ccc(F)cc2)C(=O)/C1=C\C=C\c1ccco1,-3.6,?,-5%,?,1%,?,-4%,-11%,i
COC(=O)[C@@H]1[C@@H](C)OC(=O)N[C@H]1c1ccccc1,-0.8,-3%,14%,-4%,1%,-0.4%,-103%,7%,i
Cc1nn(-c2ccc(F)cc2)c2c1cc(C#N)c1nc3ccccc3n12,-0.3,6%,-12%,-5%,2%,-0.9%,5%,6%,i
CS(=O)(=O)Nc1ccc(C2=NN(C(=O)c3ccco3)C(c3ccco3)C2)cc1 (stereo not drawn),-0.1,7%,0%,-7%,3%,4.1%,-23%,-2%,i
CCOC(=O)C1CCC(CN(Cc2cccc(Br)c2)S(=O)(=O)c2ccc(C)cc2)CC1 (stereo not drawn),.,.,-19%,10%,.,-0.6%,4%,-11%,i
CC1CCCC(NC(=O)Nc2cccs2)C1C (stereo not drawn),-0.9,-2%,-17%,2%,-3%,-0.3%,-2%,-23%,?
COc1ccc(-c2ccc(C(=O)NCc3cccs3)c3occc23)c(C)c1,-0.6,.,?,.,14%,5.4%,-11%,-27%,i
CCOc1nc(-c2ccccc2)ccc1-c1noc(-c2ccc(C)cc2)n1,.,10%,43%[activator],0%,.,3.3%,0%,-1%,i
Cc1sc2nc(CN(Cc3cccs3)C(=O)C3CC3)[nH]c(=O)c2c1C,-1.9,?,-2%,-9%,6%,6.3%,1%,.,i
COC(=O)N/N=C/c1cn(CCCOc2ccc(C)cc2)c2ccccc12,-2.5,2%,14µM*,0%,-1%,2.9%,-29%,?,?
O=C1COc2ccc(C(=O)c3ccccc3)cc2CN1,-2.8,7%,-1%,-4%[1.84 µM],2%,-0.2%,-19%,0%,i
COc1ccc(C(=O)CCNc2ccc3c(c2)OCCO3)cc1,-0.9,8%,-27%,6%,4%,?,-29%,15%,i
Cc1cc2c(c(=O)o1)C1(C)CC(C)(O2)c2c(cc(C)oc2=O)O1,0.3,.,.,.,13%,-0.9%,.,5%,i
COc1ccc(C(=O)NCC(=O)OCC(=O)NCCC2=CCCCC2)cc1,-1.6,4%,7%,7%,3%,-0.3%,1%,-6%,i
COc1ccccc1-n1nnnc1SCC(=O)NCC1CCCO1 (stereo not drawn),-4.4,10%,-12%,-3%,10%,-0.1%,-1%,3%,i
CCC(C)NC(=O)C1CCCN(S(=O)(=O)c2ccc3c(c2)CC(C)N3C(C)=O)C1 (stereo not drawn),-2.9,?,1%,-2%,0%,0.4%,3%,5%,i
COc1ccccc1-c1csc(C(O)(c2ccccc2)C(F)(F)F)n1 (stereo not drawn),-0.5,.,?,.,6%,-0.1%,-78%,?,i
CCN(CC)C(=O)C(C(=O)c1cccc([N+](=O)[O-])c1)n1cc(Cl)ccc1=O (stereo not drawn),0.8,13%,1%,6%,7%,-0.3%,-2%,.,i

# Complete entries, looked up by structure.
# `O=C1NN(c2ccc(F)cc2)C(=O)/C1=C\C=C\c1ccco1` across the screens: IL2 activator: -3.6; Nrf2 inh: ?; TGFb inhibitor: -5%; A549 viability: ?; EPAC2 ag: 1%; Nrf2 ARE act: ?; HepG2 viability: -4%; ATXN2 expr inh: -11%; S2 tox: i
# `COc1ccccc1-c1csc(C(O)(c2ccccc2)C(F)(F)F)n1` (stereo not drawn) across the screens: IL2 activator: -0.5; Nrf2 inh: .; TGFb inhibitor: ?; A549 viability: .; EPAC2 ag: 6%; Nrf2 ARE act: -0.1%; HepG2 viability: -78%; ATXN2 expr inh: ?; S2 tox: i

# The list continues.
SMILES,IL2 activator,Nrf2 inh,TGFb inhibitor,A549 viability,EPAC2 ag,Nrf2 ARE act,HepG2 viability,ATXN2 expr inh,S2 tox
CCc1cc(C(=O)Nc2cc(Cl)ccc2N2CCN(C)CC2)sc1C,-1.9,12%,-13%,6%,-9%,1.4%,-18%,?,i
NC(=O)C1CCCN(C(=O)CCc2nnc(C3(c4ccc(Cl)cc4)CCC3)o2)C1 (stereo not drawn),-0.1,5%,13%,-3%,9%,0.2%,-17%,14%,?
CC(NC(=O)c1ccccc1Cl)C1CC2CCC1C2 (stereo not drawn),-2.2,2%,1%,9%,5%,0.4%,-1%,7%,i
CC(=O)c1ccc(-c2ccc([C@H]3[C@H]4C=CC[C@@H](C)[C@@H]4C(=O)N3Cc3ccccc3)c(F)c2)cc1,0.6,?,?,2%,4%,-0.5%,-13%,-34%,i
Cc1cc(C)n(C(=O)CNC(=O)c2ccco2)n1,-2.1,11%,-1%,-2%[1.84 µM],5%,-0.3%,-72%,-3%,i
O=c1oc2cc(OCc3ccc(C(F)(F)F)cc3)ccc2cc1-c1ccccn1,-1.7,8%,-4%,-1%,-7%,-0.9%,11%,1%,i
COc1cccc(CN(C)C(=O)c2[nH]c(C)c(C(C)=O)c2C)c1OC,-3.4,23µM*,-7%,-1%,0%,0.5%,-22%,-13%,i
O[C@H]1COC2C1OC[C@@H]2O (stereo partly drawn),0.3,-12%,-10%,0%,4%,-0.6%,-9%,0%,i
COC(=O)c1ccc(NC(=O)COc2ccc(S(=O)(=O)NC(C)(C)C)cc2)cc1,-0.2,4%,0%,-11%,-2%,-0.9%,-1%,-9%,i
O=C(CNC(=O)c1cccc(F)c1)N/N=C/c1ccc(O)c([N+](=O)[O-])c1,-4.8,?,-2%,-11%,-1%,1.0%,-3%,-7%,i
COc1cccc(-n2c(Cc3cc(=O)[nH]c(=O)[nH]3)nnc2SCc2cccc(C(F)(F)F)c2)c1,-0.1,-3%,25%,-4%,4%,-0.1%,1%,.,?
O=C(Oc1cc(=O)oc2c1c(=O)n1c3c(cccc23)CC1)c1ccc(F)cc1,-3.9,-8%,7%,-3%,4%,3.3%,0%,-1%,i
OCCCn1c(C2CCCN2c2nc(-c3ccc(F)cc3)cs2)nc2cc(Cl)c(N3CCCCC3)cc21 (stereo not drawn),-4.1,?,-1%,?,-5%,-0.6%,-1%,-19%,?
OC[C@@H]1CN(Cc2ccccc2)C[C@H](n2cnc3c(NC4CC4)ncnc32)O1,-0.1,.,5%,.,7%,0.1%[9.22 µM],0%,6%,i
COC(=O)[C@]12CCCCC=C1N(Cc1ccccc1)C(=O)[C@H](CC(=O)NCc1ccccc1)C2,0.1,.,.,.,11%,0.0%,.,-10%,i
CCOc1ccccc1N(C)C(=O)Cn1ncc2c([nH]c3ccccc32)c1=O,-3.4,2%,-3%,2%,1%,-0.7%,11%,-17%,i
Cc1cccc(NC(=O)c2c(NC(=O)c3ccccc3)sc3c2CCC3)c1,.,16%,?,3%,.,4.6%,-2%,5%,i

# Some values from the list.
# Under HepG2 viability, O=C(Oc1cc(=O)oc2c1c(=O)n1c3c(cccc23)CC1)c1ccc(F)cc1 reads 0%
# Under EPAC2 ag, COC(=O)[C@]12CCCCC=C1N(Cc1ccccc1)C(=O)[C@H](CC(=O)NCc1ccccc1)C2 reads 11%
# Under HepG2 viability, CCOc1ccccc1N(C)C(=O)Cn1ncc2c([nH]c3ccccc32)c1=O reads 11%
# Under IL2 activator, CC(NC(=O)c1ccccc1Cl)C1CC2CCC1C2 (stereo not drawn) reads -2.2

# Two compounds from above with just Nrf2 ARE act, TGFb inhibitor and A549 viability.
SMILES	Nrf2 ARE act	TGFb inhibitor	A549 viability
COc1cccc(CN(C)C(=O)c2[nH]c(C)c(C(C)=O)c2C)c1OC	0.5%	-7%	-1%
NC(=O)C1CCCN(C(=O)CCc2nnc(C3(c4ccc(Cl)cc4)CCC3)o2)C1 (stereo not drawn)	0.2%	13%	-3%

# Hits appear at their usual frequency; any-hit rate near 4.3%.
